UPR CHOP act = activators of apoptotic CHOP UPR arm, primary screen, cell-based, CHO-CHOP luciferase reporter, luminescence, uHTS | UPR activation; percent of tunicamycin response over DMSO baseline | activation, % at 10 µM | AID 449763, 2010 | 0.34% of 330,000 active;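 active means at 10 µM dose, activation of 40% or more, normalized to positive control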;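 further: 100% = tunicamycin at 10 µg/mL and 0% = DMSO alone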
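assay system = CHO CHOP reporter cells | amount = 500 CHO-CHOP cells per well | buffer or medium = F12 with 10% FBS | incubation = 16-18 h cell attachment, then 6 h compound exposure, 37 °C | detection = luminescence read with Steady-Glo | read-out = percent activation relative to tunicamycin control | controls = tunicamycin high control, DMSO low control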
Jurkat NFkB inh = inhibitors of induced NF-kB luciferase reporter, primary screen, TCR NF-kB activation inhibitor project, cell-based, luminescence, uHTS; 0.53% of 330,000 active; Jurkat, PMA/ionomycin-induced NF-kB luciferase reporter; AID 435003, 2010; inhibition, % at 4 µM; in the data active means inhibition above about 50%
tim10-1 inh = growth inhibitors of tim10-1 mutant yeast, primary screen, luminescence, uHTS; inhibition, % at 20 µM; S. cerevisiae tim10-1 ts strain growth, BacTiter-Glo, 24 h; AID 463190, 2010; 2.2% of 330,000 active;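 active means inhibition of at least 40%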;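 further: mutant grown at 25 °C; 0% = DMSO wells with yeast and 100% = wells holding no yeast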
tim23-1 inh = growth inhibitors of tim23-1 mutant yeast, primary screen, luminescence, uHTS. S. cerevisiae tim23-1 growth, BacTiter-Glo luminescence, 24 h. inhibition, % at 20 µM. 1.3% of 330,000 active;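 active means growth inhibition of the mutant yeast at or above 50%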;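 further: temperature-sensitive mutant grown at 25 °C; plate controls were DMSO-treated mutant yeast for no effect and medium wells lacking yeast for full effect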
UPR XBP1 act = activators of adaptive XBP1 UPR arm, primary screen, cell-based, CHO-XBP1 luciferase reporter, luminescence, uHTS; IRE1-XBP1 UPR activation; percent of tunicamycin response, DMSO as zero; activation, % at 20 µM; 0.33% of 330,000 active; AID 463104, 2010;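 active means versus positive control, 20 µM dose yields 30% or more activation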;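 further: 100% = tunicamycin at 10 µg/mL and 0% = DMSO only wells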
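Test system: CHO-XBP1 luciferase reporter cells | Buffer or medium: Serum-containing F12 medium, 10% FBS | Schedule: 6 h compound exposure at 37 °C, 5% CO2 | Detection: Steady-Glo luciferase glow luminescence, 10 min after reagent addition | Read-out basis: Activation, % of tunicamycin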
Mdm2 MdmX PPI = inhibitors of human Mdm2-MdmX association, primary screen, cell-based, luminescence, split luciferase, SaOS-2, uHTS. inhibition, % at 8 µM. Protein Mdm4 (Homo sapiens) + E3 ubiquitin-protein ligase Mdm2 (Homo sapiens), …. SaOS-2 split-luciferase Mdm2/MdmX complementation. 3% of 330,000 active;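 active means inhibition of at least 50% at 8 µM in the primary screen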
Target sequence (O15151 whole entry, looked up): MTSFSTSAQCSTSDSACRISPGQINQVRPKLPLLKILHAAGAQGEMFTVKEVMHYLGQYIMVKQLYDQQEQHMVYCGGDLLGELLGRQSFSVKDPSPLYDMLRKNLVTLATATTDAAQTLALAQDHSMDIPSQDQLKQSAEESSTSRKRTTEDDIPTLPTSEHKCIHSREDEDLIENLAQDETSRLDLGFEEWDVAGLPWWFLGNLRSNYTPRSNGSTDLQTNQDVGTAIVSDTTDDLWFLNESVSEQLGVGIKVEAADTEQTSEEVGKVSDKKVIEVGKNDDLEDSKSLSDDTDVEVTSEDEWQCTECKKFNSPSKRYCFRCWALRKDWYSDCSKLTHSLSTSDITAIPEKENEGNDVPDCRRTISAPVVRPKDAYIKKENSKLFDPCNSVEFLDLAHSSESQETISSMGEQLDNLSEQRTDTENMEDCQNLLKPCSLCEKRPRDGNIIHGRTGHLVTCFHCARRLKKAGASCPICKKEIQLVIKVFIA
Target sequence (Q00987 whole entry, looked up): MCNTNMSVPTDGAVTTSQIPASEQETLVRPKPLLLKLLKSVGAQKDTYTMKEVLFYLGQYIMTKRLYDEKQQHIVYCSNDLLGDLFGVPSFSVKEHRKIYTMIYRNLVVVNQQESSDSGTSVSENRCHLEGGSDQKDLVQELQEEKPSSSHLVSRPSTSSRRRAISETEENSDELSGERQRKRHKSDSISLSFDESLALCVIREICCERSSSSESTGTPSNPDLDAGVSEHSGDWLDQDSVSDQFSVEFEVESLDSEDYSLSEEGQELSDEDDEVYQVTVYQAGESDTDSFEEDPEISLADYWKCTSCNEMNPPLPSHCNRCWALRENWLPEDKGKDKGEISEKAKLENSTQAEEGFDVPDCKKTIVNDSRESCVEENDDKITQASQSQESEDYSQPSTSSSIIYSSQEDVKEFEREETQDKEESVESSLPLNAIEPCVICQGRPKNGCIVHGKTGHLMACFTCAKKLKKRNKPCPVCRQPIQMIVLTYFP
TIM10 inh = growth inhibitors of isogenic TIM10 control yeast, primary screen, counter-screen for tim10-1 yeast inhibitor project, luminescence, uHTS. AID 463195, 2010. 1.4% of 330,000 active. S. cerevisiae TIM10 strain growth, BacTiter-Glo luminescence, 24 h. inhibition, % at 10 µM;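 active means inhibition of 40% or more at the single tested concentration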;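 further: wild-type TIM10 isogenic control strain grown at permissive 25 °C; 0% = DMSO yeast wells and 100% = minimal medium wells without yeast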
697 NFkB inh = inhibitors of PMA/ionomycin-induced NF-kB reporter, 697 cells, primary screen, B-cell NF-kB inhibitor project, cell-based, luminescence, uHTS. 697 B-cell NF-kB luciferase reporter, 16 h. inhibition, % at 4 µM. 0.33% of 330,000 active; in the data active means inhibition above about 35%
* marks the source's active call; other numbers are inactive results; . = not tested or not shown.

SMILES	UPR CHOP act	Jurkat NFkB inh	tim10-1 inh	tim23-1 inh	UPR XBP1 act	Mdm2 MdmX PPI	TIM10 inh	697 NFkB inh
Clc1ccc(C[n+]2cc(-c3ccccc3)n3c2CCC3)cc1Cl	0.6	-4	-2	0	-6	5	-13	-26
O=C(c1ccccc1S(=O)(=O)NCC(O)COc1ccc([N+](=O)[O-])cc1)N1CCCCC1 (stereo unspecified)	-3.4	-8	14	1	-1	-4	12	-10
COCCCNC(=O)c1cc(OC)c(OC)c(OC)c1	0.4	6	-5	15	-3	21	-2	-3
COCCCn1c(C23CC4CC(CC(C4)C2)C3)n[nH]c1=S	-1.9	-7	35	36	2	6	23	-14
O=c1[nH]c2cc([N+](=O)[O-])c(NCCO)c([N+](=O)[O-])c2[nH]1	-2.0	5	-4	12	-3	20	6	9
COc1cc2nc(NCC3CCCO3)n3nc(-c4cccnc4)nc3c2cc1OC (stereo unspecified)	2.0	30	29	27	5	-9	16	28
Cc1oc(-c2ccc(Cl)cc2)nc1CS(=O)CC(=O)NCCN1CCCC1 (stereo unspecified)	-1.4	-2	18	15	-6	30	-5	2
O=C(c1cccs1)N1CCN(C(=O)N2CCOCC2)CC1	-0.7	-2	-1	-4	-1	22	-7	1
O=C1/C(=C/c2cccnc2)Oc2cc(OS(=O)(=O)c3ccccc3)ccc21	0.2	9	31	30	0	-1	27	-2
CC1(C)CC[C@]2(C(=O)O)CC[C@]3(C)C(=CC[C@@H]4[C@@]5(C)CC[C@H](O[C@@H]6O[C@H](C(=O)O)[C@@H](O)[C@H](O[C@@H]7OC[C@H](O)[C@H](O)[C@H]7O)[C@H]6O)C(C)(C)[C@@H]5CC[C@]43C)[C@@H]2C1	2.3	-12	-253	-84	3	79*	-12	3
COc1ccc(Cn2c(C3CCCCC3)nc3c(c(=O)c4ccccc4n3C)c2=O)cc1	6.4	-8	-7	10	10	33	4	-11
Cc1ccc2[nH]c(=O)c(-c3nc4c(C)cccn4c3NCc3ccco3)cc2c1	0.6	-73	-9	10	-3	44	-5	-89
O=C(O)CCCCCN1C(=O)CSC1=S	-0.8	5	-9	7	-3	16	0	12
CCOC(=O)c1cc2cc(F)ccc2nc1C	-1.5	15	-2	3	2	5	3	16
O=C(NNC(=O)C12CC3CC(CC(C3)C1)C2)c1cccc([N+](=O)[O-])c1	2.1	2	14	24	-3	15	-4	17
CCc1cc(CNC(=O)CC2C(=O)NCCN2Cc2ccc(-c3ccccc3)cc2)on1 (stereo unspecified)	1.8	10	14	6	-2	-10	24	-6
O=C(COCC(=O)N/N=C/c1ccc(F)cc1)N/N=C/c1ccc(F)cc1	8.6	8	22	0	1	11	-1	12
COc1ccc(CCNC(=O)c2cc(S(=O)(=O)N3CCCCCC3)ccc2OC)cc1OC	1.4	1	-7	11	-3	16	-2	-3
Cc1ccccc1NC(=O)C(NS(=O)(=O)c1ccc2c(c1)c(=O)n(C)c(=O)n2C)c1ccccc1 (stereo unspecified)	1.8	3	12	1	-2	15	5	20
COCc1c(C(=O)N2CCN(Cc3c(F)cccc3Cl)CC2)oc2ccccc12	0.5	5	8	26	-1	-9	30	24
Cc1nc2ccccn2c1CN(C)C(=O)C1CCC(=O)N(CCc2cccc(F)c2)C1 (stereo unspecified)	2.1	0	4	-6	-6	1	-2	-17
Cc1occc1-c1nnc(SCC(=O)NC2CC2)n1C	0.6	9	-23	-15	-7	5	-11	13
CCC1CCCCN1CCCNC(=O)C1CCCN(c2ncnc3c2nc2n3CCCCC2)C1 (stereo unspecified)	-2.3	-4	-8	5	-5	13	5	-18
CCN(CC)C1=N/C(=C\c2ccco2)C(=O)N1c1ccccc1	2.5	6	31	29	0	8	19	0

Some of these compounds in order of count of non-hydrogen atoms, low to high.
SMILES	UPR CHOP act	Jurkat NFkB inh	tim10-1 inh	tim23-1 inh	UPR XBP1 act	Mdm2 MdmX PPI	TIM10 inh	697 NFkB inh
O=C(NNC(=O)C12CC3CC(CC(C3)C1)C2)c1cccc([N+](=O)[O-])c1	2.1	2	14	24	-3	15	-4	17
O=C(COCC(=O)N/N=C/c1ccc(F)cc1)N/N=C/c1ccc(F)cc1	8.6	8	22	0	1	11	-1	12
Cc1nc2ccccn2c1CN(C)C(=O)C1CCC(=O)N(CCc2cccc(F)c2)C1 (stereo unspecified)	2.1	0	4	-6	-6	1	-2	-17

Following part:
SMILES	UPR CHOP act	Jurkat NFkB inh	tim10-1 inh	tim23-1 inh	UPR XBP1 act	Mdm2 MdmX PPI	TIM10 inh	697 NFkB inh
Cc1ccccc1N1CCN(C(=O)NCc2cccc(Cl)c2)CC1	0.7	14	10	31	0	17	11	-5
COc1cccc2cc(C(=O)OCc3ccccc3)c(=O)oc12	4.0	-4	42*	45	4	2	24	-31
COc1ccc(OC)c(C=Nc2ccccc2-c2nc3ccccc3[nH]2)c1	4.3	-45	1	29	0	23	16	-26
Cc1ccc(C(CC(=O)O)NC(=O)CN2C(=O)c3ccccc3C2=O)cc1 (stereo unspecified)	-1.1	5	10	6	-3	-11	7	1
CCOC(=O)c1cnn(-c2ccccc2)c1-n1cccc1	2.2	13	19	-9	-1	-2	-3	-12
COc1ccc2[nH]c(C)c(CCNC(=S)Nc3cc(C)cc(C)c3)c2c1	-1.1	2	1	-1	-6	17	-2	14
COc1ccc(CCC(=O)NCCOc2ccccc2Cl)cc1	3.0	-29	10	8	1	-14	-9	-11
CC1(c2ccc(OC(F)F)cc2)NC(=O)N(CC(=O)N2c3ccccc3NC(=O)C2(C)C)C1=O (stereo unspecified)	2.0	-1	1	-1	-2	26	0	16
C=CCOc1ccc(/C=C2\SC(N3CCCCC3)=NC2=O)cc1	3.7	41	26	13	0	12	18	-6
CCn1c(SCC(=O)N/N=C/c2ccc(C)o2)nnc1-c1ccc(C)cc1	-0.2	31	19	21	-2	-24	2	3
CCOc1ccc(-c2nnc(SCC(=O)N3CCOCC3)o2)cc1	2.6	-58	21	1	1	-27	3	-59
C/C=C/c1ccc(OCCOCCOc2cccc3cccnc23)c(OC)c1	-1.8	-17	17	32	3	1	25	-10
CN1CCN(c2nc(-c3ccccc3)nc3c2oc2ccccc23)CC1	-0.5	2	-7	-3	-5	6	21	6
CCOC(=O)c1cc2sccc2n1CC(=O)Nc1ccc(OC)cc1	0.0	0	2	-1	0	26	-11	11
O=C(CN1CCN(C(C(=O)Nc2ccc(F)cc2)c2ccccc2)CC1)NC1CC1 (stereo unspecified)	0.7	7	-9	0	1	7	-5	21
COc1cc2ncc(S(=O)(=O)c3ccccc3)c(N3CCCC(C)C3)c2cc1OC (stereo unspecified)	3.9	7	18	28	-1	51*	37	-4
CCOC(=O)c1cnn(-c2cc(C)cc(C)c2)c1N	0.7	-9	-5	9	-3	-2	-23	13
C[C@@H](c1ccccc1)N1Cc2ccccc2Oc2cc(Br)ccc2S1(=O)=O	3.1	.	14	33	0	6	-17	-1
COc1cccc(NC(=O)C(Sc2nc3ccccc3c(=O)n2CC(C)C)c2ccccc2)c1 (stereo unspecified)	-0.7	13	11	-12	0	19	-1	-12
CCN1C(=O)[C@H]2[C@@H](c3ccc(-c4cc(C(C)=O)cs4)cc3)N3CCCC[C@@]3(C(=O)OC)[C@H]2C1=O	0.9	6	6	17	1	26	25	-39
C=CCn1c(N)cc(=O)nc1SCC(=O)Nc1ccc(C)cc1	1.8	0	9	-11	-1	-6	-3	-11
N#Cc1cc2c(nc1SCc1nc3ccccc3[nH]1)CCC2	0.9	-169	42*	35	-4	-226	73*	-131
COc1ccccc1NC(=O)CN1CCN(c2ccccn2)CC1	-0.6	-20	8	29	1	-3	1	-9
COC(=O)/C(=C\c1ccc(O)cc1)c1nc2ccccc2[nH]1	2.4	-14	23	22	4	-8	24	-10

Structural class, the compounds so far with a nitro group on carbon.
SMILES	UPR CHOP act	Jurkat NFkB inh	tim10-1 inh	tim23-1 inh	UPR XBP1 act	Mdm2 MdmX PPI	TIM10 inh	697 NFkB inh
O=C(c1ccccc1S(=O)(=O)NCC(O)COc1ccc([N+](=O)[O-])cc1)N1CCCCC1 (stereo unspecified)	-3.4	-8	14	1	-1	-4	12	-10
O=c1[nH]c2cc([N+](=O)[O-])c(NCCO)c([N+](=O)[O-])c2[nH]1	-2.0	5	-4	12	-3	20	6	9
O=C(NNC(=O)C12CC3CC(CC(C3)C1)C2)c1cccc([N+](=O)[O-])c1	2.1	2	14	24	-3	15	-4	17

Next structures:
SMILES	UPR CHOP act	Jurkat NFkB inh	tim10-1 inh	tim23-1 inh	UPR XBP1 act	Mdm2 MdmX PPI	TIM10 inh	697 NFkB inh
O=C(CN1C(=O)CSc2ccc(S(=O)(=O)N3CCOCC3)cc21)NCc1cccnc1	1.7	14	-3	2	-1	-4	10	3
Cc1ccsc1C(=O)NCc1ccc(Cl)cc1	-0.5	9	2	-11	3	-21	4	2
Cc1cccc(Nc2nnc(SCC(=O)NC(=O)CN3CCCC3=O)s2)c1	-0.5	-11	4	-4	0	4	-3	-2
CCn1c(NC(=O)c2ccccc2F)c(-c2cccs2)c(=O)c2ccccc21	-0.8	-10	24	31	1	25	27	4
CCCCN(CCCC)C(=O)C[n+]1cccc(/C=N/O)c1	-1.7	0	15	-5	2	-11	10	13
Cc1c(CC(=O)NCCCC(=O)O)c(=O)oc2c(C)c3oc4c(c3cc12)CCCC4	-0.7	-6	18	7	-4	-13	16	18
CCN(C(=O)COc1ccc(F)cc1Br)c1c(N)n(Cc2ccccc2)c(=O)[nH]c1=O	1.1	-13	-1	0	-3	-5	-2	20
CC(=O)c1cccc(NC(=S)NC2CCCCCCC2)c1	2.5	-6	39	34	-4	20	25	-7
COc1ccc(N2CCN(C(=O)C3CCCN(c4ncnc5c4nc4n5CCCCC4)C3)CC2)cc1 (stereo unspecified)	-0.6	0	15	20	-3	16	16	-66
COc1cc(/C=N/NC(=O)C(=O)NCC2CCCO2)ccc1OCC(=O)N1CCOCC1 (stereo unspecified)	-0.3	3	-13	6	-5	-14	-1	9

A few values from the list.
`C/C=C/c1ccc(OCCOCCOc2cccc3cccnc23)c(OC)c1` | tim23-1 inh: 32
`CC(=O)c1cccc(NC(=S)NC2CCCCCCC2)c1` | tim10-1 inh: 39

Screening data: PubChem, Sanford-Burnham Center for Chemical Genomics
